HP1b binding inh: blocks HP1-beta chromodomain binding to methylated histone tails; P83916; AlphaScreen HP1-beta / biotin-H3K9me3 peptide binding; Potency, µM (doses to about 114 µM), for inactives: top-dose activity change, negative = inhibition, most hits filed as inhibitors; 390,000 compounds, 0.56% hits; further: nearly all actives have a fitted effect of over 70% in size; inactives centre near 23
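AlphaScreen: HP1-beta (50 nM) preformed 30 min with biotin-H3(1-18)K9me3 peptide (50 nM) in PBS pH 7.4, 0.01% Tween-20. Compound added for 30 min at RT, then streptavidin donor/nickel chelate acceptor beads (10 ug/mL) for 30 min.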
JMJD2A Tudor: inhibitors of human JMJD2A Tudor domain | O75164 | AlphaScreen JMJD2A-Tudor / H3K4me3 peptide binding | Potency, µM (top dose mostly 114 µM), for the others: at the highest dose activity change, negative = inhibition, actives largely listed as inhibitors | 390,000 compounds, 4.4% hits; further: on the % scale 0 is the no-effect control and ±100 the full control effect; nearly all actives have a fitted effect of over 50% in size
Pin1 inhibitor: inhibitors of human Pin1; Q13526; Pin1 FP peptide displacement, HiFluor488, 10 min; Potency, µM (series often up to 115 µM), without a hit: at the top dose activity, negative = inhibition, actives largely listed as inhibitors; 390,000 compounds, 0.009% hits; active means well fitted inhibition curve with a large enough effect in the polarisation, with a control signal flat, not every such curve was filed as active; inconclusive means small, poorly fitted or top-dose-only effect, or effect the other way, or a change in a side signal; inactive means no such curve, though single readings can be large or run the other way; the % refers to the polarisation; further: on the % scale 0 is the no-effect control and ±100 the full control effect
Target sequence (Q13526 whole entry, looked up): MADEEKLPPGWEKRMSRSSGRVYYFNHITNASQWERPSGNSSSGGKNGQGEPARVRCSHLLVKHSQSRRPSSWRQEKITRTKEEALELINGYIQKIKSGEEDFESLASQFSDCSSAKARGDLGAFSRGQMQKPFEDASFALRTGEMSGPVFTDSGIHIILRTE
G9a inh: blocks human histone lysine methyltransferase G9a; G9a H3K9 monomethylation, AlphaScreen, 2 h; Potency, µM (doses to about 102 µM), inactives show at the highest dose activity, negative = inhibition, actives largely listed as inhibitors; 350,000 compounds, 8.8% hits; further: on the % scale 0 is the no-effect control and ±100 the full control effect; nearly all actives have a fitted effect of over 75% in size
Target sequence (Q96KQ7 913-1193 limits assumed): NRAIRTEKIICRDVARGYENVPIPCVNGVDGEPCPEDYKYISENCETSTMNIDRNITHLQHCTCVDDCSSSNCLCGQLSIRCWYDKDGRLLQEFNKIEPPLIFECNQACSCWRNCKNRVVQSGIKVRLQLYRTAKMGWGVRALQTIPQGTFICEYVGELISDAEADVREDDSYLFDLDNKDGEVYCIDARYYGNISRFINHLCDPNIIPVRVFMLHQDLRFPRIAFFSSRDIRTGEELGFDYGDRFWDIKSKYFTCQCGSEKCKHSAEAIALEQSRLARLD
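AlphaScreen read-out: biotin-H3K9 peptide (500 nM) methylation by 20 nM enzyme with 20 uM SAM, 2 h at room temperature after 15 min compound preincubation; anti-monomethyl H3K9 antibody plus donor/acceptor beads, 10 min dark.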
GLS inh: blocks human kidney-isoform glutaminase activity | O94925 | GLS enzymatic activity, qHTS titration | Potency, µM (series often up to 45.5 µM), inactives show top-dose activity change, negative = inhibition, most hits filed as inhibitors | 410,000 compounds, 0.21% hits | AID 624170; further: on the % scale 0 is the no-effect control and ±100 the full control effect
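Human kidney-isoform GLS in 45 mM KH2PO4 pH 8.2, 0.02% Tween-20, with compound, started with 1mM L-Glutamine (added stock). Glutamate oxidase/HRP/Amplex red coupled fluorescence read at start and after 30 min at RT.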
BLM helicase inh: Bloom syndrome helicase (human) inhibition; 350,000 compounds, 0.2% hits; AID 2528; Potency, µM (doses to about 56.1 µM), for the others: top-dose activity change, negative = inhibition, hits mostly inhibitors; recombinant BLM DNA unwinding, fluorescence dequenching;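 further: plate controls were vehicle for no effect and no enzyme for full effect; nearly all actives have a fitted effect of over 35% in size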
BAZ2B block: blocks human BAZ2B; Q9UIF8; AlphaScreen BAZ2B-H3K14Ac peptide displacement; Potency, µM (doses to about 114 µM), for the others: top-dose activity change, negative = inhibition, hits mostly inhibitors; 360,000 compounds, 4.4% hits; further: on the % scale 0 is the no-effect control and ±100 the full control effect; nearly all actives have a fitted effect of over 60% in size
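AlphaScreen luminescence quantifies BAZ2B engagement of H3K14Ac peptide; the protein and biotinylated peptide are both at 50 nM final, buffer PBS pH 7.4 with 0.01% Tween-20, all steps at room temperature.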
PGK inhibitor: T. brucei PGK inhibition; PGK/GAPDH coupled, Kinase-Glo luminescence, 60 min; Potency, µM (top dose mostly 57.5 µM), without a hit: at the highest dose activity change, negative = inhibition, usual class: inhibitors; 380,000 compounds, 0.043% hits; AID 602233; further: on the % scale 0 is the no-effect control and ±100 the full control effect; nearly all actives have a fitted effect of over 60% in size
Target sequence (P07378 whole entry, looked up): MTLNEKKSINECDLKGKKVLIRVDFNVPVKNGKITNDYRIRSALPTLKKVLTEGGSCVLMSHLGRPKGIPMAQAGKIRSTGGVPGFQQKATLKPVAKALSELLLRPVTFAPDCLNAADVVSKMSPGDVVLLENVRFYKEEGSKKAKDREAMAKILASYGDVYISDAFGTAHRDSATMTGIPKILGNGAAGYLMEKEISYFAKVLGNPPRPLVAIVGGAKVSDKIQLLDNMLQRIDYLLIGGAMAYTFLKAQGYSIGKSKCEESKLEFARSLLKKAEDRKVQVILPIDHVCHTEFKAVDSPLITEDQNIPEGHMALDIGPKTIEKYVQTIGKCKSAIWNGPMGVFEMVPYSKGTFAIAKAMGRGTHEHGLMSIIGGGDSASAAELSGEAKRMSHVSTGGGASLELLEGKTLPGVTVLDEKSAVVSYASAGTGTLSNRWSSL
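Luminescent ATP detection (Kinase-Glo Plus) follows a 60-minute room-temperature incubation, with wells lacking PGK as controls. Buffer: 100 mM TEA (pH 7.6), 5 mM MgCl2, 0.01% Tween-20. Coupling enzyme GAPDH (100 nM final) supplies unstable 1,3-BPG in-well.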
Pol iota inh: DNA polymerase iota (human) inhibition. Q9UNA4. Pol iota fluorescent replication assay, 10 min. Potency, µM (top dose mostly 115 µM), for the others: at the highest dose activity, negative = inhibition, hits mostly inhibitors. 390,000 compounds, 1% hits
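Pol iota at 10 nM preincubated 15 min with compounds at room temperature; reaction started with fluorescent substrate, 50 nM final. Fluorescence read kinetically at 0 and 10 min; buffer-only wells as negative control.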
* marks the source's active call; other numbers are inactive results; i = inactive; ? = inconclusive; . = no result given; [ ] = another dose, or the depositor's remark. Unless noted, the call rests on the fitted dose curve; in most records, active means well fitted curve in the direction sought with a large enough effect; inconclusive means small, poorly fitted or top-dose-only effect, or another doubt; inactive means no such curve, though single readings can be large; an effect the other way counts as inactive or inconclusive. Potency means the concentration at half of the fitted maximal effect.

HP1b binding inh,JMJD2A Tudor,Pin1 inhibitor,G9a inh,GLS inh,BLM helicase inh,BAZ2B block,structure,PGK inhibitor,Pol iota inh
27%,-25%,42%[activator],-30%[59 µM],-9%,-6%,-11%,O=C(Cn1c(-c2cccs2)cc2cc(F)ccc21)N1CCN(c2ccccc2)CC1,i,-6%
22%,-3%,1%,-13%[59 µM],15%,-1%,5%,CCc1ccc2[nH]c3nc(SCc4nnc(-c5ccccc5)o4)nnc3c2c1,i,22%
12%,-11%,2%,-2%[12.7 µM],-12%,-1%,-35%,CN(C)/C=C(/C(=O)c1ccc(Cl)cc1)S(=O)(=O)c1ccc(Cl)cc1,7%,7%
-6%,-3%,3%,.,13%,.,.,CC(=O)Nc1ccc(NC(=O)c2ccnn2C)cc1,-10%,-13%
34%,-6%,8%,-1%,-11%,-1%,-8%,Cc1ccc(S(=O)(=O)NCC(=O)OCC(=O)NCc2ccc(F)cc2)cc1,i,19%
33%[57 µM],90%[activator],5%,.,1%,.,.,O=C(C=CC(=O)OC1CCCCC1)OC1CCCCC1,4%,?
5%[57 µM],-8%,2%,.,4%,.,.,CCC1(C(N)=O)CC2C=CC1C2 (configuration not stated),0%,12%
-2%,?,4%,-36%[59 µM],0%,-6%,?,CCn1c(C)c(C)c2cc(C(=O)NCc3ccc(F)cc3)ccc21,-2%,-4%
32%,-11%,21%,3%[59 µM],9%,1%,4%,Cc1ccc(C(=O)Nc2ccc(C(=O)O)cc2)cc1S(=O)(=O)Nc1ccccc1,6%,13%
-7%,1%,-2%,1%,5%,-2%,2%,CC(C)(C)c1ccc(C(=O)NCCC(=O)N2CCCC2)cc1,8%,7%
11%[57 µM],-16%,1%,2%,6%,-4%,-16%,Cc1c(NS(=O)(=O)c2cccs2)cccc1-c1nc2cccnc2s1,i,10%
53%[activator],-21%,-10%,8%,-3%,-2%,-21%,C=CCNC(=S)N1CCC(C(=O)c2ccc(C)cc2)CC1,i,9%
24%,?,5%,-26%,5%,-10%,-19%,CNc1nc(N)c([N+](=O)[O-])c(Nc2cccc(Cl)c2)n1,-3%,-15%
26%,-21%,1%,?,1%,2%,-35%,Cc1nc(CNS(=O)(=O)c2cccc(F)c2)cs1,i,-29%
30%,-5%,-3%,5%[59 µM],-31%,1%,-34%,CC1=CC(C)[C@H](/C=N/n2c(=O)[nH]c3c([nH]c4ccc(C)cc43)c2=O)C(C)C1 (some centres not stated),1%,177%[activator]
30%,-21%,5%,?,19%,-1%,-37%,CCN(CC)c1ccc(NC(=O)C(NS(=O)(=O)c2cccs2)C(C)C)c(C)c1 (configuration not stated),5%,45%[activator]
12%,-2%,-2%,7%[0.501 µM],4%,.,9%,CCc1ccc(C(=O)NNC(=O)C2CC(=O)N(Cc3ccccc3)C2)cc1 (configuration not stated),4%,24%
46%[activator],-3%,-5%,?,-12%,2%,-11%,CSCCC(NS(=O)(=O)/C=C/c1ccccc1)C(=O)O (configuration not stated),0%,24%
15%,-22%,1%,?,-9%,-3%,?,OCCCc1cn(Cc2ccccc2)c2ccccc12,-10%,136%[activator]
5%,-28%,5%,50%[activator],-16%,-5%,-1%,COc1ccc(CNC(=O)CCCCCNc2nc(=S)[nH]c3ccccc23)cc1,7%,51%[activator]
63%[activator],10%,2%,10%[2.33 µM],2%,.,2%,CN(Cc1nc(-c2ccc(Cl)cc2)no1)C(=O)c1ccc2c(c1)OCO2,4%,21%
19%,-15%,7%,?,0%,-7%,-32%,O=C(COC(=O)c1cc([N+](=O)[O-])ccc1NCCO)c1ccc(Cl)cc1,i,49%[activator]
22%,?,9%,-24%[59 µM],-4%,-11%,-22%,CCOc1ccc(-c2nc(CSCC(=O)N3CCN(c4cccc(C(F)(F)F)c4)CC3)c(C)o2)cc1,-7%,22%
37%,-6%,9%,6%[0.501 µM],-5%,.,7%,COc1ccccc1C(=O)COC(=O)Cn1[nH]c(=O)c2ccccc2c1=O,-2%,1%
-1%,-8%,-17%,19%[59 µM],-9%,-1%,-6%,CCC(C(=O)OCc1cc(=O)n2nc(C)sc2n1)c1ccccc1 (configuration not stated),5%,-18%
17%,-25%,-4%,17%[59 µM],1%,1%,5%,CCOC(=O)N1CCC(c2cc(=O)n3[nH]cc(C(=O)OC)c3n2)CC1,0%,-19%
46%[activator],-11%,-4%,26%,2%,0%,4%,C=CCc1cccc2cc(C(=O)NNC(=O)CC#N)c(=O)oc12,-8%,?
14%,-3%,7%,12%[12.7 µM],-3%,-2%,3%,CCC(C)NC(=O)CN(c1cc(C)ccc1OC)S(C)(=O)=O (configuration not stated),8%,4%
6%,-27%,-1%,?,-3%,-2%,-37%,O=C(NCCNc1ccccc1[N+](=O)[O-])c1cc(F)c(F)cc1Cl,5%,133%[activator]
23%,-14%,-11%,?,9%,-3%,?,CC(=O)c1c(C)n(CCO)c2ccc(O)cc12,0%,30%

Compound profiles (already shown).
Listed for COc1ccccc1C(=O)COC(=O)Cn1[nH]c(=O)c2ccccc2c1=O = HP1b binding inh: 37%; JMJD2A Tudor: -6%; Pin1 inhibitor: 9%; G9a inh: 6%[0.501 µM]; GLS inh: -5%; BLM helicase inh: .; BAZ2B block: 7%; PGK inhibitor: -2%; Pol iota inh: 1%
Listed for O=C(NCCNc1ccccc1[N+](=O)[O-])c1cc(F)c(F)cc1Cl = HP1b binding inh: 6%; JMJD2A Tudor: -27%; Pin1 inhibitor: -1%; G9a inh: ?; GLS inh: -3%; BLM helicase inh: -2%; BAZ2B block: -37%; PGK inhibitor: 5%; Pol iota inh: 133%[activator]

Next records
HP1b binding inh,JMJD2A Tudor,Pin1 inhibitor,G9a inh,GLS inh,BLM helicase inh,BAZ2B block,structure,PGK inhibitor,Pol iota inh
-8%,-27%[57.1 µM],-6%,-55%[59 µM],7%,-13%,-35%,O=C(COC(=O)[C@@H]1CC(O)CN1S(=O)(=O)c1ccccc1[N+](=O)[O-])Nc1ccc2ccccc2c1 (some centres not stated),i,14%
24%,-13%,13%,11µM*,-1%,-20%,?,CN1CCc2nc3sc(C(=O)NCc4ccccc4)c(N)c3cc2C1,-4%,91%[activator]
29%,-28%,?,1%,1%,-2%,?,C/C(CC(=O)Nc1ccc2c(c1)OCCO2)=N\NC(=O)COc1ccc(Cl)c(C)c1,8%,20%
26%,-8%,3%,14%[12.7 µM],11µM*,-8%,-20%,Cc1c(C)c2ccc(OCC(=O)NC(Cc3c[nH]c4ccc(O)cc34)C(=O)O)c(C)c2oc1=O (configuration not stated),-3%,-22%
11%,5%,-1%,1%,-2%,-1%,7%,Cc1cc(NC(=O)COC(=O)C2CC(=O)N(c3cccc(Cl)c3)C2)no1 (configuration not stated),-3%,5%
8%,1%,1%,-1%,-2%,0%,-10%,COc1cccc(N2C(=O)Nc3ccc(Br)cc3C2(O)C(=O)NCCCOC(C)C)c1 (configuration not stated),-1%,15%
17%[57 µM],-9%,9%,-35%,-4%,-1%,-22%,O=C(CCc1ccccc1)Nc1ccc(NC(=O)C2CCCCC2)nc1,-10%,2%
38%,-12%,-3%,.,-10%,.,.,CCOC(=O)c1ccc2ncc(C(=O)OCC)c(NCCN(C)C)c2c1,-4%,3%
0%,40µM*,-11%,.,0%,-20%,17%,Oc1c(Br)cc(Br)cc1/C=N/NC(=S)N[C@H]1CC2C=CC1C2 (some centres not stated),i,-7%
13%,-33%,-10%,5%[59 µM],?,4%,-10%,CCc1ccccc1NC(=O)CSC1=Nc2ccccc2C2=NC(Cc3ccccc3)C(=O)N12 (configuration not stated),4%,-5%
15%,-5%,-13%,-11%[59 µM],8%,4%,0%,COc1ccc(NC(=O)c2ccccc2[N+](=O)[O-])cc1OC,-10%,3%
17%,-18%,4%,-19%[59 µM],14%,0%,13%,CCOc1ccc(NS(=O)(=O)c2cc(Cl)ccc2OC)cc1,0%,13%
17%,1%,4%,-11%[59 µM],4%,-6%,-20%,CC(=O)NCCn1c(SCC(=O)c2ccc(Cl)cc2)nc2ccccc2c1=O,i,17%
22%,-3%,0%,-7%[59 µM],13%,-11%,-3%,CN(C)CCNC(=O)Nc1cccc(Cl)c1Cl,-2%,16%
24%,-11%,-13%,2%,8%,-1%,-33%,O=C(N/N=C1\CCCc2oc(C(=O)O)cc21)c1ccccc1,-4%,-6%
36%,-15%,7%,?,-8%,1%,-26%,CSc1nc2sc3c(c2c2nncn12)CCC3,-1%,11%
32%,-13%,0%,?,8%,-1%,-8%,O=P(O)(CP(=O)(c1ccccc1)c1ccccc1)c1ccccc1,1%,8%
26%,-6%,-8%,40µM*,10%,-5%,-14%,Cc1ccc(NC(=S)N(CCCN2CCOCC2)Cc2ccco2)cc1,2%,-26%
-5%[57 µM],40µM*,-6%,?,27%,1%,40µM*,COc1ccc(N2CCN(c3csc4ccccc4c3=O)CC2)cc1,-1%,?
2%,?,9%,?,-11%,-4%,-24%,COc1cc(C2c3c(-c4cc(Cl)c(C)cc4O)n[nH]c3C(=O)N2Cc2cccnc2)ccc1O (configuration not stated),-15%,51%[activator]
35%,1%[11.4 µM],-2%,-34%,-8%,-3%,-1%,O=Cc1c(SCCO)nc2ccccn2c1=O,-11%,50%[activator]
25%,-11%,-12%,26%,5%,1%,-10%,COc1ccc(-n2ccn(CC(=O)Nc3ccccc3OC)c(=O)c2=O)cc1,1%,13%
12%,2%,-4%,-3%[12.7 µM],5%,1%,4%,O=C(CCN1C(=O)C2C3C=CC(C3)C2C1=O)NCCc1ccccc1Cl (configuration not stated),-6%,-11%

An excerpt; the hit share may differ from the screen's.
